CHT PAM = allosterically activates the human high affinity choline transporter; Q9GZV3; CHT-expressing cells, membrane potential dye, choline EC20; hits give high values; LV-AA mutant CHT in HEK293 cells; B-score at 10 µM; 310,000 tested, 0.49% active;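 active = initial fluorescence not abnormally high and integrated response B-score, plate-corrected, over 3 SD above library mean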
Target sequence (Q9GZV3 whole entry, looked up): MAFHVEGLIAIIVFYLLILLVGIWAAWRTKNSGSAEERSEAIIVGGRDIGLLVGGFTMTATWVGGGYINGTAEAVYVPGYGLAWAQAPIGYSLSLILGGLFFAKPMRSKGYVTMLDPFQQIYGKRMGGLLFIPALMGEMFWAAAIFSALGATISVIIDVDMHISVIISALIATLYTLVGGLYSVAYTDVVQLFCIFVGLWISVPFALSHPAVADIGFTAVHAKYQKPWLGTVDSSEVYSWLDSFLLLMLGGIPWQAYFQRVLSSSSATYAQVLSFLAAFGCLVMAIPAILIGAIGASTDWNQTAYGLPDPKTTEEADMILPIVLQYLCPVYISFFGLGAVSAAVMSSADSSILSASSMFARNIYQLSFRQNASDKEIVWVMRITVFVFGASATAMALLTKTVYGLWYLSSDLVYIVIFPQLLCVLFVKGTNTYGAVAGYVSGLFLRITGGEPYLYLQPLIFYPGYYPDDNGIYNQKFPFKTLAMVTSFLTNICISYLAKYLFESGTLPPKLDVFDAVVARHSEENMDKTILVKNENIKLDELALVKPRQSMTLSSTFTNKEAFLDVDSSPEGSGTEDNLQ
OX1R antag = human HCRTR1 antagonism; CHO/OX1R cells, Fluo-8 calcium fluorescence, orexin A; inhibition, % at 5 µM; 330,000 tested, 0.43% active;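 active = inhibition above its plate's threshold, mean inhibition of all tested compounds on the plate plus 3 SD, cut at about 37% in these data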;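 also: 0% = orexin A challenge wells and 100% = SB-334867-A antagonist wells; not every result past the cut was called active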
Target sequence (O43613 whole entry, looked up): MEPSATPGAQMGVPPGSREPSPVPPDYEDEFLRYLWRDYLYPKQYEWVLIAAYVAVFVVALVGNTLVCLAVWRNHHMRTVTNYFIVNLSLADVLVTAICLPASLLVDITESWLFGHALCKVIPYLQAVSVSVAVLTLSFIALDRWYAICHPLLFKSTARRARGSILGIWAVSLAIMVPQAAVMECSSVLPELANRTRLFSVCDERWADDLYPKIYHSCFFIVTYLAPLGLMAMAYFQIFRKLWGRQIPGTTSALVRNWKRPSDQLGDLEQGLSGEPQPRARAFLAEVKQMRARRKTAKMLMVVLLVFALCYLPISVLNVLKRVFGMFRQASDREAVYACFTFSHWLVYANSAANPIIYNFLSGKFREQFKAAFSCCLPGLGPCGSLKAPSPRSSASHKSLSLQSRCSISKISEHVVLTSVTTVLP
An asterisk follows results filed as active. Rows are unselected; any-hit rate near 0.83%.

What do the screens show for `Cc1onc(-c2ccccc2)c1C(=O)N1CCOC12CCN(c1cccc(F)n1)CC2`?
CHT PAM: inactive; OX1R antag: -40

How did CC(C)=CCC/C(C)=C/C(N)=O do in these assays?
CHT PAM: inactive

How did COc1ccc(-c2cnc[nH]2)cc1 do in these assays?
CHT PAM: inactive; OX1R antag: 1

Results for O=C(CNC(=O)c1ccccc1)OCC(=O)c1c[nH]c2ccccc12 ?
OX1R antag: -1

What do the screens show for `Cc1nc(CCN2C(=O)c3ccccc3C2=O)n[nH]1`?
CHT PAM: inactive; OX1R antag: 2

Results for Cc1cc(NC(=O)c2ccccc2Cl)no1 ?
CHT PAM: inactive; OX1R antag: 4

Results for COc1cccc(NC(=O)C(=O)NCCCN2CCCC2=O)c1 ?
CHT PAM: inactive; OX1R antag: -7

How did N#CCC(=O)Nc1ccc(C(=O)NNC(=O)CCN2CCN(c3ccccc3)CC2)cc1 do in these assays?
OX1R antag: -10

Results for COc1ccccc1OCC(=O)Nc1ccc(S(=O)(=O)Nc2onc(C)c2C)cc1 ?
CHT PAM: inactive; OX1R antag: -3

Results for c1cncc(-c2nc(-c3ccco3)cs2)c1 ?
CHT PAM: inactive; OX1R antag: -14

Overlap with the part before: two entries; new compounds follow.
Results for COc1ccccc1OCC(=O)Nc1ccc(S(=O)(=O)Nc2onc(C)c2C)cc1 ?
CHT PAM: inactive; OX1R antag: -3

Results for c1cncc(-c2nc(-c3ccco3)cs2)c1 ?
CHT PAM: inactive; OX1R antag: -14

What do the screens show for `CC1(CCC#N)N=C(SCCC#N)N(c2ccccc2)C1=O` (stereo not given)?
CHT PAM: inactive; OX1R antag: -9

What do the screens show for `Cc1nn(C)cc1C(C(=O)NC1CCCCC1)N(C(=O)Cn1nnc2ccccc21)c1ccc(F)cc1` (stereo not given)?
CHT PAM: inactive; OX1R antag: -4

How did CCOC(=O)c1cc2sccc2n1Cc1ccccc1 do in these assays?
CHT PAM: inactive; OX1R antag: -27

How did CC1CCC2C(=O)N(c3ccc(C(=O)NCc4ccccc4)cc3)C(=O)C2C1 (stereo not given) do in these assays?
CHT PAM: inactive; OX1R antag: -19

How did O=C(NCCc1ccccc1)C(=O)NCC1OCCCN1S(=O)(=O)c1ccc(F)cc1 (stereo not given) do in these assays?
CHT PAM: inactive; OX1R antag: -12

Results for CCN(CC)CCCNC(=S)N(Cc1cccnc1)Cc1cc2cc(C)cc(C)c2[nH]c1=O ?
CHT PAM: inactive; OX1R antag: -16

How did COc1ccc(Nc2nc(-c3sc(C)nc3C)cs2)c(OC)c1 do in these assays?
CHT PAM: inactive; OX1R antag: -2

Results for CC(C)(O)C(=O)NN(Cc1ccccc1)c1ccccc1 ?
CHT PAM: inactive; OX1R antag: -1

Results for O=C(Nc1nccs1)c1ccc(CSc2ccccc2)o1 ?
CHT PAM: inactive; OX1R antag: -16

How did Cc1[nH]nc2c1C(c1cccs1)C1=C(CC(C)(C)CC1=O)N2 (stereo not given) do in these assays?
CHT PAM: inactive; OX1R antag: -22

What do the screens show for `CCOc1ccc(C(=O)Nc2ccc(C(=O)N3CCOCC3)cc2)c(OCC)c1`?
CHT PAM: inactive; OX1R antag: -22

What do the screens show for `COc1ccc(Cl)cc1C(=O)NCCCN1CCOCC1`?
CHT PAM: inactive; OX1R antag: 8

What do the screens show for `O=C(Cn1cc2c(n1)CCCC2)Nc1cc(-c2cccc(Cl)c2)no1`?
CHT PAM: inactive; OX1R antag: -14

Results for CCCn1c2c(c(O)c(C(=O)Nc3ccccc3)c1=O)CCCC2 ?
CHT PAM: inactive; OX1R antag: -19

Results for CCOC(=O)C1=C2N(C)c3ccccc3N2CCC1=O ?
CHT PAM: inactive; OX1R antag: 3

What do the screens show for `O=S(=O)(c1cccs1)N1CCCc2ccccc21`?
CHT PAM: inactive; OX1R antag: -9

What do the screens show for `CCC(C)(C)n1nnnc1C(c1cccnc1)N1CCCC(C)C1` (stereo not given)?
CHT PAM: inactive; OX1R antag: -10

Results for CC(C)(C)c1ccccc1OCCN1CCCC1 ?
CHT PAM: inactive; OX1R antag: -19

How did CCn1c(=O)c2cc(C(=O)N(C)c3ccc(OC)cc3OC)sc2c2ccccc21 do in these assays?
CHT PAM: inactive; OX1R antag: -26

What do the screens show for `COc1cccc(C(=O)c2c(C)c(CCC#N)n3ccccc23)c1`?
CHT PAM: inactive; OX1R antag: -21

Results for CCn1nc(C(=O)OCC(=O)N2CC(=O)Nc3ccccc32)c2ccccc2c1=O ?
CHT PAM: inactive; OX1R antag: -42

How did O=C(CC(=O)N/N=C\c1ccc([N+](=O)[O-])cc1)NCCc1ccccc1 do in these assays?
CHT PAM: inactive; OX1R antag: -18

How did O=Cc1ccc(-c2cccc(C(=O)O)c2)o1 do in these assays?
CHT PAM: inactive; OX1R antag: -5

Results for O=C(NNS(=O)(=O)c1cc(Cl)cc(Cl)c1)c1sccc1-n1cccc1 ?
CHT PAM: inactive; OX1R antag: 0

Results for COc1ccc(OC)c(-c2csc(NC(=O)C3=NN(c4ccccc4)C(=O)CC3)n2)c1 ?
CHT PAM: inactive; OX1R antag: -30

Results for CCc1cccc(NC(=O)C2CCCN(c3ncnc4c3nc3n4CCCCC3)C2)c1 (stereo not given) ?
CHT PAM: inactive; OX1R antag: -17

Results for CC(C)(C)C(=O)N1CCN(c2nc3ccccc3o2)CC1 ?
CHT PAM: inactive; OX1R antag: -21

Results for O=C(N/N=C\c1cn[nH]c1-c1ccc(Cl)cc1)c1cccs1 ?
CHT PAM: inactive; OX1R antag: -20

How did CC(Sc1nncn1-c1ccccc1)C(=O)Nc1cccc([N+](=O)[O-])c1 (stereo not given) do in these assays?
CHT PAM: inactive; OX1R antag: -5

Results for Cc1ccc(SCCC(=O)N2CCC(C(N)=O)CC2)cc1 ?
CHT PAM: inactive; OX1R antag: -9

14 entries from above, arranged by length of the SMILES, rising.
Results for CC(C)(C)c1ccccc1OCCN1CCCC1 ?
CHT PAM: inactive; OX1R antag: -19

How did O=Cc1ccc(-c2cccc(C(=O)O)c2)o1 do in these assays?
CHT PAM: inactive; OX1R antag: -5

What do the screens show for `O=S(=O)(c1cccs1)N1CCCc2ccccc21`?
CHT PAM: inactive; OX1R antag: -9

Results for CCOC(=O)C1=C2N(C)c3ccccc3N2CCC1=O ?
CHT PAM: inactive; OX1R antag: 3

Results for Cc1ccc(SCCC(=O)N2CCC(C(N)=O)CC2)cc1 ?
CHT PAM: inactive; OX1R antag: -9

Results for CC(C)(C)C(=O)N1CCN(c2nc3ccccc3o2)CC1 ?
CHT PAM: inactive; OX1R antag: -21

What do the screens show for `CCC(C)(C)n1nnnc1C(c1cccnc1)N1CCCC(C)C1` (stereo not given)?
CHT PAM: inactive; OX1R antag: -10

What do the screens show for `COc1cccc(C(=O)c2c(C)c(CCC#N)n3ccccc23)c1`?
CHT PAM: inactive; OX1R antag: -21

Results for O=C(N/N=C\c1cn[nH]c1-c1ccc(Cl)cc1)c1cccs1 ?
CHT PAM: inactive; OX1R antag: -20

Results for O=C(NNS(=O)(=O)c1cc(Cl)cc(Cl)c1)c1sccc1-n1cccc1 ?
CHT PAM: inactive; OX1R antag: 0

Results for CCc1cccc(NC(=O)C2CCCN(c3ncnc4c3nc3n4CCCCC3)C2)c1 (stereo not given) ?
CHT PAM: inactive; OX1R antag: -17

How did CC(Sc1nncn1-c1ccccc1)C(=O)Nc1cccc([N+](=O)[O-])c1 (stereo not given) do in these assays?
CHT PAM: inactive; OX1R antag: -5

Results for CCn1nc(C(=O)OCC(=O)N2CC(=O)Nc3ccccc32)c2ccccc2c1=O ?
CHT PAM: inactive; OX1R antag: -42

Results for COc1ccc(OC)c(-c2csc(NC(=O)C3=NN(c4ccccc4)C(=O)CC3)n2)c1 ?
CHT PAM: inactive; OX1R antag: -30

The list goes on:
How did Cn1nc(C(=O)NCC(c2cccs2)N2CCOCC2)c2ccccc2c1=O (stereo not given) do in these assays?
OX1R antag: -19

What do the screens show for `CC(=O)Nc1ccccc1C(=O)C(=O)Nc1ccccc1`?
CHT PAM: inactive; OX1R antag: 0

How did CC(Oc1cccc(Cl)c1)C(=O)N(C)CC(=O)Nc1ccc(N2CCOCC2)cc1 (stereo not given) do in these assays?
CHT PAM: inactive; OX1R antag: -24

Results for O=C(COC(=O)c1cc([N+](=O)[O-])ccc1NCc1ccccc1Cl)NCC(F)(F)F ?
CHT PAM: inactive; OX1R antag: -35

How did Cc1ncc(C[n+]2csc(CCOC(=O)C34CC5CC(CC(C5)C3)C4)c2C)c(N)n1 do in these assays?
CHT PAM: inactive; OX1R antag: -15

How did CCOC(=O)CN(c1cc([N+](=O)[O-])ccc1OC)S(C)(=O)=O do in these assays?
CHT PAM: inactive; OX1R antag: -13

What do the screens show for `NC(=O)C[N+]1(CC#CC(O)(c2ccccc2)c2ccccc2)CCCC1`?
CHT PAM: inactive; OX1R antag: -17

Results for O=C(Nc1ccccc1Cl)C1CCN(S(=O)(=O)c2cccc3nonc23)CC1 ?
CHT PAM: inactive; OX1R antag: -20

Results for O=C(Nc1nnc(C2CC2)s1)c1cc(S(=O)(=O)N2CCCCC2)ccc1N1CCOCC1 ?
CHT PAM: inactive; OX1R antag: -26

How did C/C(=N/NC(=O)c1ccc2c(c1)OCO2)c1ccc(Br)s1 do in these assays?
CHT PAM: inactive; OX1R antag: -3

What do the screens show for `CCCSc1nc2sc3c(c2c(=O)[nH]1)CCN(Cc1ccccc1)C3`?
CHT PAM: inactive; OX1R antag: 6

Results for CCCn1c(SCC(=O)N2CCN(c3ccccc3)CC2)nc2ccccc2c1=O ?
CHT PAM: inactive; OX1R antag: -36

How did COc1ccc(C2C(C#N)=C(N)Oc3cc(O)ccc32)cc1OC (stereo not given) do in these assays?
CHT PAM: inactive; OX1R antag: 0

Results for COc1ccccc1N1CCN(S(=O)(=O)c2ccc3c(c2)NC(=O)C(C)S3)CC1 (stereo not given) ?
CHT PAM: inactive; OX1R antag: -14

What do the screens show for `CN(Cc1ccccc1)C(=O)COc1ccc(C(C)(C)C)cc1`?
CHT PAM: inactive; OX1R antag: -22

What do the screens show for `O=C(NCCCN1CCOCC1)c1cc2nc(-c3ccco3)cc(C(F)(F)F)n2n1`?
CHT PAM: inactive; OX1R antag: -16

What do the screens show for `COc1ccc(/C=N/N2C(=O)C3C4C=CC(C4)C3C2=O)cc1[N+](=O)[O-]` (stereo not given)?
CHT PAM: inactive; OX1R antag: -10

What do the screens show for `COc1ccc(C2c3ccc4ccccc4c3Oc3ncn(CCO)c(=N)c32)cc1` (stereo not given)?
CHT PAM: inactive; OX1R antag: -10

What do the screens show for `COc1ccc(CN2CCNC(=O)C2CC(=O)N(C)Cc2nccn2C)cc1OC` (stereo not given)?
CHT PAM: inactive; OX1R antag: -4

Results for O=C(O)C1C2CCC(C2)C1C(=O)Nc1nc2ccccc2s1 (stereo not given) ?
CHT PAM: inactive; OX1R antag: 19

What do the screens show for `O=C(CCc1ccccc1Cl)NC1CCCN(c2ccc(C(F)(F)F)cn2)C1` (stereo not given)?
CHT PAM: inactive; OX1R antag: -10

Results for Cc1ccc(SCCN2CCN(Cc3ccccc3)CC2)cc1 ?
CHT PAM: inactive; OX1R antag: -22

How did CN1CCCC(OC(=O)c2ccc(C(C)(C)C)cc2)C1 (stereo not given) do in these assays?
CHT PAM: inactive; OX1R antag: -4

What do the screens show for `O=C(CNS(=O)(=O)c1ccc(F)c(Cl)c1)N1CCCCCC1`?
CHT PAM: inactive; OX1R antag: -28

How did CC1CCN(C(=O)CN2C(=O)C(=O)N(C)C2=O)c2ccccc2S1 (stereo not given) do in these assays?
OX1R antag: -12

What do the screens show for `Cn1cccc1/C=N\NC(=O)Cc1ccc(Br)c2ccccc12`?
CHT PAM: inactive; OX1R antag: -3

What do the screens show for `COC(=O)c1c(C)oc2c1cc(NS(=O)(=O)c1ccc(C(=O)O)cc1)c1ccccc12`?
CHT PAM: inactive; OX1R antag: -8

What do the screens show for `CCOC(=O)c1c(NC(=O)C2CC(Cl)=CCC2C(=O)O)sc2c1CC(C)(C)OC2` (stereo not given)?
CHT PAM: inactive; OX1R antag: -20

Results for O=C(CSc1ccccn1)N1CCCC(Nc2ccc(F)c(F)c2)C1 (stereo not given) ?
CHT PAM: inactive; OX1R antag: -19

What do the screens show for `CC(=O)c1ccc(NC(=O)C2CCCN2S(=O)(=O)c2ccc(C)cc2)cc1` (stereo not given)?
CHT PAM: inactive; OX1R antag: -18

How did Cc1ccc(O)c(N=Nc2nccs2)c1 do in these assays?
OX1R antag: -10

Results for CSC1=NSC2=NC(=O)/C(=C\c3ccc(OC(=O)c4ccco4)cc3)C(=N)N12 ?
CHT PAM: inactive; OX1R antag: -4

How did COc1ccc(C(=O)N2CCCC(CO)(Cc3ccccc3C)C2)o1 (stereo not given) do in these assays?
CHT PAM: inactive; OX1R antag: -41

Results for C/C(CC(=O)NCc1ccc(Cl)cc1)=N\NC(=O)COc1ccc(C)cc1Br ?
CHT PAM: inactive; OX1R antag: -27

What do the screens show for `COc1ccccc1NC(=O)Nc1cccc(C)n1`?
CHT PAM: inactive

How did O=C1NC(=Nc2cccc(Cl)c2)SC1Cc1cccc(Cl)c1Cl (stereo not given) do in these assays?
CHT PAM: inactive; OX1R antag: -12

What do the screens show for `CCOC(=O)NC(=O)/C(C#N)=C(/C)N(C)C`?
CHT PAM: inactive; OX1R antag: -8

What do the screens show for `CC1CN(c2oc(-c3ccccc3Cl)nc2C#N)CC(C)O1` (stereo not given)?
CHT PAM: inactive; OX1R antag: -16

How did CCCOc1ccc(C(CC(=O)O)NC(=O)C(c2ccccc2)c2ccccc2)cc1 (stereo not given) do in these assays?
OX1R antag: 8

Results for CN(C)c1ccc(NC(=O)COC(=O)c2cc(Cl)ccc2[N+](=O)[O-])cc1 ?
CHT PAM: inactive; OX1R antag: -8

How did O=C(CN1C(=O)NC2(CCCC2)C1=O)NNC(=O)c1ccc(Cl)cc1 do in these assays?
OX1R antag: 1

How did COC(=O)c1sc(=S)n(-c2ccccc2)c1N do in these assays?
CHT PAM: inactive; OX1R antag: -1

What do the screens show for `O=C(NCCO)c1cc(-c2cc(C(=O)NCCO)c3ccccc3n2)nc2ccccc12`?
CHT PAM: inactive; OX1R antag: -12

How did CC(C)c1nc(Cl)c(C#N)c2c1CSC(C)(C)C2 do in these assays?
CHT PAM: inactive; OX1R antag: -49
